SKKanGAS inh: SKKanGAS growth inhibition | S. pyogenes SKKanGAS, kanamycin growth, BacTiter-Glo, 6 h | inhibition, % at 7.5 µM | 1.3% of 300,000 active | AID 1662;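 active = mean replicate score, as percent of positive control median, at least 50; inconclusive = mean below 50 but one replicate at or above 50; inactive = mean and every replicate below 50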;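 also: strain carries kanamycin resistance gene driven by streptokinase promoter and grows in 40 µg/ml kanamycin; loss of luminescence reflects streptokinase promoter inhibition or plain growth inhibition; 0% = median of DMSO wells and 100% = positive control at its reference dose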
RGS4 block: human RGS4 inhibition; HEK293 M3R/RGS4 inducible, Fluo-4 calcium flux; active compounds read high; triggered by carbachol at its EC20; B-score at 10 µM; 0.45% of 310,000 active; AID 463165;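 active = B-score, a plate-corrected calcium signal, over three deviations above library mean, with baseline fluorescence within five deviations of library mean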;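 also: RGS4 expression induced by doxycycline in cells with stable M3 receptor; B-score is computed from the integrated fluorescence ratio over baseline after carbachol; higher B-score means a larger calcium signal and so more RGS4 inhibition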
Target sequence (P49798 whole entry, looked up): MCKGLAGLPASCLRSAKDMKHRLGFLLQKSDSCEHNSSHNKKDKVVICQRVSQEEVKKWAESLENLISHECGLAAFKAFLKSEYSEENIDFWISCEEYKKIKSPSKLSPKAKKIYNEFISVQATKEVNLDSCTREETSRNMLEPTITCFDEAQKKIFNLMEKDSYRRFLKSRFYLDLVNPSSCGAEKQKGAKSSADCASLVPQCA
KCNK9 block: blocks the human KCNK9 two-pore domain potassium channel | HEK293 KCNK9, FluxOR thallium flux fluorescence; active compounds read low | Q9NPC2 | 1.2% of 310,000 active | B-score at 10 µM;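 active = ratio B-score over 3 SD below the library mean, with starting fluorescence within 5 SD of its mean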;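 also: negative B-score means less thallium flux so channel inhibition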
Target sequence (Q9NPC2 whole entry, looked up, the tested form may be a part): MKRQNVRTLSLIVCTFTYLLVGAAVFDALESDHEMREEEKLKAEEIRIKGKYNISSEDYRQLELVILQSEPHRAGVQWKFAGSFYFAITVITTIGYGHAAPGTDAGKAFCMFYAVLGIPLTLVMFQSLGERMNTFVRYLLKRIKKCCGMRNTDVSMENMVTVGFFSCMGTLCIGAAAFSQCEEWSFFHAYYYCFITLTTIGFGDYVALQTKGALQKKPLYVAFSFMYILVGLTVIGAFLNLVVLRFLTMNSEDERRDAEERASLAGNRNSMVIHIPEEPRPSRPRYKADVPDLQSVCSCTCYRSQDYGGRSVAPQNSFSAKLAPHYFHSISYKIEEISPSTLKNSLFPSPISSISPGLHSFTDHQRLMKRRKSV
KCNK3 block: human KCNK3 channel inhibition, primary screen; O14649; B-score at 10 µM; 0.84% of 340,000 active; CHO-KCNK3 thallium flux, FluxOR fluorescence; active compounds read low;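 active = B-score under library mean minus 4 SD, starting fluorescence ratio at most library mean plus 5 SD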;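 also: more negative B-score means stronger inhibition of thallium flux through KCNK3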
Target sequence (O14649 whole entry, looked up): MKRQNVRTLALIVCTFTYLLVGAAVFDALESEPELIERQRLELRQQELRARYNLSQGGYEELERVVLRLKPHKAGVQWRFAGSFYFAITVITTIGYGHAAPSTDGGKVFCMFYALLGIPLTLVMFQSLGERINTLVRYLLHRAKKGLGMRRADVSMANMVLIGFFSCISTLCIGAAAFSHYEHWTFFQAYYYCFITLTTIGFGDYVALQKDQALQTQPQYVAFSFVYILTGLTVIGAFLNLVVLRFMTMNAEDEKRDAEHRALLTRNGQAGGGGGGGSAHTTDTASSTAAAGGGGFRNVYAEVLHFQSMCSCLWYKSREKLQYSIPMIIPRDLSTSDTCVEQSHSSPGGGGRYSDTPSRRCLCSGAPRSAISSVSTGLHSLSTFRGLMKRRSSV
HDAC3 inh: inhibitors of human histone deacetylase 3; recombinant HDAC3, fluorogenic peptide/trypsin coupled, fluorescence; inhibition, % at 8.3 µM; 0.15% of 320,000 active; in the data active = inhibition above about 26%, passing the limit was not always enough; inconclusive = no clear call, values can overlap the other calls
hERG rescue: compounds protecting human hERG from proarrhythmic drug block. 0.51% of 310,000 active. activation (rescue from dofetilide block), less the hit threshold, % at 10 µM. Q12809. AID 1511. CHO-hERG, FluxOR thallium flux, dofetilide IC70 present;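 active = activation above the mean of controls blocked by dofetilide plus 5 SD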;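 also: thallium influx through hERG after potassium depolarization seen as dye fluorescence rise; in these data hits start at about 4.7%; inactives centre near -7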
KCNQ1 inh: blocks the human KCNQ1 potassium channel. CHO-K1 KCNQ1, FluxOR thallium flux fluorescence; active compounds read high. B-score at 10 µM. 1.3% of 310,000 active. AID 2642;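 active = compounds whose thallium flux B-score, printed positive for inhibition, exceeds three library SD while starting fluorescence stays within three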;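 also: channel opened by potassium depolarization with thallium stimulus after 20 min compound exposure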
RGS4 act: RGS4 potentiation or activation | 0.92% of 310,000 active | HEK293 M3R/inducible RGS4, carbachol calcium flux Fluo4; active compounds read low | B-score at 10 µM;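 active = B-score of the integrated calcium signal more than 4 SD below the library mean, with starting fluorescence not abnormally high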;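 also: negative B-score means reduced calcium response which marks RGS4 activation or potentiation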
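Test system: HEK293 cells with stable M3R and inducible RGS4; also added: carbachol at ECmax as muscarinic agonist stimulus; schedule: dye loading 30 min 37 °C, buffer rest 30 min RT; technique: kinetic calcium fluorescence imaging with Fluo4-AM dye, 2 µM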
TMEM16A act: activators or potentiators of mouse TMEM16A chloride channel. B-score at 10 µM. Q8BHY3. HEK293 TMEM16A/YFP-H148Q/I152L, iodide quench fluorescence; active compounds read low. 0.3% of 340,000 active;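 active = fluorescence-ratio B-score plate-corrected deviation score at least 3 library SD below zero, with starting fluorescence score within 5 deviations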;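 also: channel opened by trigger with iodide after compound preincubation; score built on the fluorescence ratio of max minus min over baseline; more negative score means more quench and so TMEM16A activation or potentiation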
ANO1 block: inhibitors of mouse TMEM16A calcium-activated chloride channel. HEK293 TMEM16A/YFP iodide influx fluorescence, ionomycin. normalized B-score (activity score, 25-100; higher = stronger inhibition) at 10 µM. 1.2% of 310,000 active. AID 588511;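 active = ratio plate-corrected score three or more library SD toward inhibition, starting fluorescence score within five deviations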;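 also: score derived from kinetic fluorescence span divided by baseline fluorescence per well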
KCNQ1 pot: potentiates or activates the human KCNQ1 potassium channel; 0.35% of 310,000 active; CHO-K1 KCNQ1, thallium flux FluxOR fluorescence; active compounds read high; B-score at 10 µM; AID 2648;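 active = fluorescence ratio B-score, a plate-corrected score, at least three library SD, with initial intensity B-score within 5 SD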
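assay system = KCNQ1-transfected CHO-K1 cells | medium = assay buffer with matched DMSO | probe or stimulus = depolarizing K+/Tl+ stimulus, K2SO4 and Tl2SO4 each 12.5 mM in 5x stock | dosing = single dose | incubation = dye 90 min, compound 20 min, room temperature | detection = kinetic FluxOR fluorescence, 10 s baseline plus 110 s post-stimulus | evaluation = ratio B score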
Starred values were filed as active, the others as inactive; i = inactive; ? = inconclusive; · = not tested or not shown. The order is random. Share with any hit: about 6.3%.

SMILES	SKKanGAS inh	RGS4 block	KCNK9 block	KCNK3 block	HDAC3 inh	hERG rescue	KCNQ1 inh	RGS4 act	TMEM16A act	ANO1 block	KCNQ1 pot
O=C(O)C1CCCN1C(=O)Nc1ccccc1 (stereo not drawn)	-3	i	i	i	-4	-4	i	i	i	i	i
O=C(N/N=C/c1ccc(N2CCOCC2)s1)c1ccccc1Cl	2	i	i	i	4	-11	i	i	i	i	i
COc1ccc(CC(C)CC(=O)Nc2ccc(OC)cc2)cc1 (stereo not drawn)	3	i	i	i	1	-13	i	i	i	i	i
CCN(CC)C(=O)C(=O)c1cccn1-c1cccc(Cl)c1C#N	1	i	i	i	8	-7	i	i	i	i	i
Cc1cccc(OCCC(=O)Nc2ccc(C)c(S(=O)(=O)N3CCCCC3)c2)c1	-2	i	i	i	15	-1	i	i	i	25*	i
O=C(Nc1ccccc1Cl)c1cc[n+](Cc2ccc([N+](=O)[O-])cc2)cc1	-4	i	i	i	-5	-9	i	i	i	i	i
O=C(/C=C\c1ccc2c(c1)OCO2)NC1(C(=O)Nc2ccc3c(c2)OCCO3)CCCCC1	1	i	i	i	-4	-12	i	i	i	i	i
Cn1c(-c2ccc(-c3ccccc3)cc2)c[nH]c1=S	17	i	i	i	-13	-8	i	i	i	i	i
O=C(Nc1ccccc1)/C(=C/c1cccnc1)NC(=O)c1ccccc1	-3	i	i	i	1	-2	i	i	i	i	i
O=C(C1=C[C@@H](C2CC2)C[C@@H](OCCCCO)O1)N1CCN(Cc2ccccc2)CC1	0	i	i	i	-6	-9	i	i	i	i	i
O=C(Cn1ccc2ccccc2c1=O)NCCC(=O)NC1CCN(Cc2ccccc2)CC1	1	i	i	i	-2	-7	i	i	i	i	i
C/C(=N\NC(N)=O)c1ccc(Cl)cc1	-3	i	i	i	-3	-4	i	i	i	i	i
N#Cc1ccccc1Cn1c(=O)n(CCC(=O)NCc2ccco2)c(=O)c2ccccc21	-1	i	i	i	-3	-9	i	i	i	i	i
O=S(=O)(Nc1ncccn1)c1cc(Cl)ccc1Cl	0	i	i	i	-2	1	i	i	i	i	i
O=C(CNC(=O)c1ccc(N2C(=O)c3ccccc3C2=O)cc1)OCC(=O)c1ccccc1	3	i	i	i	?	-5	i	i	i	i	i
COc1ccc(C(=O)NCC(=O)N/N=C/C=C/c2ccccc2)cc1OC	2	i	i	i	-1	-12	i	i	i	i	i
Cc1noc(C)c1C(=O)OC(C)C(=O)Nc1ccc(S(=O)(=O)NC(C)C)cc1 (stereo not drawn)	-2	i	i	i	3	-5	i	i	i	i	i
COc1ccccc1/C=N/NC(=O)CNC(=O)c1ccc(S(=O)(=O)N(C)C)cc1	4	i	i	i	0	-7	i	i	i	i	i
Cc1cc(Cl)ccc1C(=O)C1CCCN(C(=O)CCn2cncn2)C1 (stereo not drawn)	-9	i	i	i	7	-7	i	i	i	i	i
O=C(CN1C(=O)c2ccccc2C1=O)Nc1ccc2c(c1)OCO2	-6	i	i	i	-1	-9	i	i	i	i	i
Cn1cnc2c1c(=O)n(Cc1cccc(Cl)c1)c(=O)n2C	-1	i	i	i	1	-7	i	i	i	i	i
O=C(CN1CCN(c2ccc(Cl)cc2)CC1)NCc1cccs1	-4	i	i	i	8	-4	i	i	i	i	i
Cc1ccc(-c2[nH]nc(N)c2N=Nc2ccccc2C)cc1	75*	10*	i	i	7	-7	i	i	i	i	i
c1ccc(CNc2nc(-c3cccnc3)nc3ccccc23)cc1	-3	i	i	i	1	-9	i	-8.4*	i	i	i
CC(C)(C)OC(=O)N1CCC(CC2CC(c3cccc(Br)c3)=NO2)(C(=O)O)CC1 (stereo not drawn)	4	i	i	i	4	-6	i	i	i	i	i
CC(C)n1nc(Cc2cccc3ccccc23)c(C#N)c1N	-1	i	i	i	2	-7	i	i	i	i	i
COc1ccc(C(=O)Oc2cc(C)c(CN3CCOCC3)cc2C)cc1OC	2	i	i	i	0	-9	i	i	i	i	i
Cc1noc(C)c1CNCc1ccccc1	-1	i	i	i	0	2	i	i	i	i	i
COCCNC(=S)N(C)C1(c2ccccc2Cl)CCCCC1=O (stereo not drawn)	-2	i	i	i	4	-19	i	i	i	i	i
COc1ccc(-c2noc(-c3cccc(Cl)c3)n2)cc1OC	-22	i	i	i	2	-5	i	i	i	i	i
COc1cc(C)ccc1OCCOCCN(C)Cc1ccccc1	2	i	i	i	4	-6	i	i	i	i	i
CCCOc1cccc(C(=O)Nc2cc(NC(=O)c3ccco3)ccc2OC)c1	-2	i	i	i	-4	-16	i	i	i	i	i
COc1ccc(CN2CCNC(=O)C2CC(=O)NC2CCCCCC2)c(C)c1C (stereo not drawn)	-9	i	i	i	4	-10	i	i	i	i	i
C=CCn1c2ccccc2c(=O)c2cc(C#CC3(O)CCCCC3)ccc21	36	i	i	i	-67	-1	i	i	i	i	i
Cn1c(CCNC(=O)c2ccccc2F)nnc1SCC(=O)Nc1nncs1	-11	i	i	i	1	-7	i	i	i	i	i
CCOc1cc(-c2nc(-c3cc(OC)c(OC)c(OC)c3)no2)cc(OCC)c1OCC	0	i	i	·	1	-2	i	i	·	i	i
O=C(CCCCCCCC(=O)NCC1CCCO1)NCC1CCCO1 (stereo not drawn)	2	i	i	i	2	-11	i	i	i	i	i
CCC(C)NC(=O)COc1ccc(OCc2ccccc2)cc1 (stereo not drawn)	-13	i	i	i	-8	-3	i	i	i	i	i
CCOC(=O)Cn1nnnc1CN(Cc1ccc(OC)cc1)Cc1cc2cc(C)ccc2[nH]c1=O	-13	i	i	i	-6	-5	i	i	i	i	i
COc1cc(C(=O)Nc2cc(-c3ccccc3)[nH]n2)cc(OC)c1OC	0	i	i	i	8	-24	i	i	i	i	i
N=C1C(c2nc(-c3ccc(F)cc3)cs2)=C(O)CN1CCCN1CCOCC1	-8	i	i	i	-4	-10	i	i	i	i	i
COc1ccccc1OCCC(=O)OCC(=O)NCc1ccc(Cl)cc1	-7	i	i	i	-9	-11	i	i	i	i	i
CCCn1c(SCC(=O)c2cc(C)n(-c3ccc4c(c3)OCO4)c2C)n[nH]c1=O	-5	i	i	i	·	-10	i	i	i	i	i
OC(C#CCN1CCOCC1)c1cccs1 (stereo not drawn)	2	i	i	i	-3	1	i	i	i	i	i
CCOC(=O)CSc1nc2sc3c(c2c(=O)n1-c1ccccc1)CCN(C(C)C)C3	8	i	i	i	0	-4	i	i	i	i	i
CC(C)(C)C(=O)NC(=S)Nc1cc(C(F)(F)F)ccc1N1CCOCC1	-7	i	i	i	0	-9	i	i	i	i	i
Cc1ccc(CC2SC(N=C(N)N)=NC2=O)cc1 (stereo not drawn)	1	i	i	i	-5	-7	i	i	i	i	i
COc1ccnc(Oc2ccc(F)cc2)c1C(=O)N/C=N/OCc1ccc(Cl)cc1Cl	6	i	i	i	1	-6	i	i	i	i	i
CCOC(=O)N1CCN(C(=O)/C=C/c2c(C)nn(-c3ccc(F)cc3)c2Cl)CC1	7	i	i	i	·	-7	i	i	i	·	i
CN1CCN(c2nc(-c3ccncc3)nc3ccccc23)CC1	21	i	i	i	8	-9	i	i	·	i	i
Cc1ccc(C)c(N2CCN(S(=O)(=O)c3c(C)[nH]c(C)c3C(=O)N3CCCCC3)CC2)c1	-6	i	i	i	5	-13	i	i	i	i	i
O=C(CCC(=O)Nc1ccccc1)NNC(=O)c1cccs1	-8	i	i	i	-5	-4	i	i	i	i	i
CCCc1nnc(SCC(=O)N2CCCC2)n1CC1CCCO1 (stereo not drawn)	1	i	i	i	-6	-9	i	i	·	i	i
O=C(Cc1c(F)cccc1Cl)N1CCOCC1	-1	i	i	i	5	-13	i	i	i	i	i
COc1cc2c(cc1OC)C(=O)N(C)CC2	-1	i	i	i	1	-2	i	i	i	i	i
Cc1ncc(CO)c2cc(-c3nnc(Nc4ccc5c(c4)OCO5)s3)c(=O)oc12	10	i	i	i	-1	-10	i	i	i	i	i
Cc1cccc(OCC(=O)Nc2ncn[nH]2)c1C	-8	i	i	i	-1	-7	i	i	i	i	i
CC(C)N(Cc1ccccc1)C(=O)COC(=O)/C=C/c1cnc2ccccc2n1	2	i	i	i	5	-7	i	i	i	i	i
CC(C)OC(=O)c1nnn(-c2nonc2N)c1CSc1ccccn1	-1	i	i	i	-2	-7	i	i	i	i	i
COc1ccc(Cn2c(C)nnc2-c2cnn(C)c2N)cc1	-2	i	i	i	2	-1	i	i	i	i	i

(list continues)
SMILES	SKKanGAS inh	RGS4 block	KCNK9 block	KCNK3 block	HDAC3 inh	hERG rescue	KCNQ1 inh	RGS4 act	TMEM16A act	ANO1 block	KCNQ1 pot
Cc1cccc(OCC(O)CN2CCNCC2)c1 (stereo not drawn)	-10	i	i	i	-6	-2	i	i	i	i	i
Cc1csc2c(N3CCCCC3)ncnc12	1	i	i	i	4	8.6*	i	i	i	i	i
Cc1ccccc1OCCCCc1c(C)n[nH]c1C	95*	i	i	i	8	-12	7*	i	i	i	i
COCc1cc(C)nc(SCC(=O)Oc2ccccc2)c1C#N	13	i	i	i	-6	-7	i	i	i	i	i
Cc1ccc(C2N(C)C(=O)c3ccccc3N2C)cc1 (stereo not drawn)	-7	i	i	i	-12	-8	i	i	i	i	i
Cc1oc2cc3oc(=O)cc(C)c3cc2c1C	-4	i	i	i	-7	-2	i	i	i	i	i
Cc1nnc(NCc2n[nH]c(=O)c3ccccc23)c2ccccc12	-8	i	i	i	6	-7	i	i	i	i	i
CCN(Cc1nc2ccccc2c(=O)[nH]1)Cc1nc2cc(OC)c(OC)cc2c(=O)[nH]1	4	i	i	i	1	-4	i	i	i	i	i
CCOc1ccc(/C=C/C(=O)Nc2ccc(N3CCOCC3)cc2)cc1	-6	i	i	i	-9	-9	i	i	i	i	i
COc1cccc(CNS(=O)(=O)c2c(C)[nH]c(C)c2C(=O)N2CCCCC2)c1	-2	i	i	i	0	-7	i	i	i	i	i
CCN(CC)CC(=O)Nc1sc(C)cc1C(=O)c1ccccc1	0	i	i	i	5	-6	i	i	i	i	i

Assay outcomes from PubChem.
